# Bioassay records deposited in PubChem by several laboratories.
# S1P2 agonist = S1P2 receptor agonists, primary screen, cell-based | activation, % at 4.5 µM | Sphingosine 1-phosphate receptor 2 (Homo sapiens), O95136 | S1P2-expressing cell line, agonist reporter read-out | 97,000 tested, 0.46% active; in the data active = activation above about 16%;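 note: 0% = vehicle low control and 100% = maximal reference agonist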
# Target sequence (O95136 whole entry, looked up): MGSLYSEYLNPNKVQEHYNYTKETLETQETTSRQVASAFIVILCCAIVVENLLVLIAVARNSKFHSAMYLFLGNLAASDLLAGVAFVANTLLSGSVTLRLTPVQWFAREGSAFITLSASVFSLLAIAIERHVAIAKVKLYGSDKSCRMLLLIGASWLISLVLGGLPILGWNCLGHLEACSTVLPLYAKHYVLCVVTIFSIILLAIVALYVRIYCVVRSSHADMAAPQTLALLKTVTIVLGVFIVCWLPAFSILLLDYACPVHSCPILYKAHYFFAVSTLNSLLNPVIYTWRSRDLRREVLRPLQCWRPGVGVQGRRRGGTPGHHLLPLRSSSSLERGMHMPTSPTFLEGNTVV
# hDAT+cocaine = changed hDAT dopamine uptake under cocaine IC80, either direction, primary screen, cocaine antagonist project, cell-based, LLC-PK1 hDAT, [14C]-dopamine uptake, MLSMR. Sodium-dependent dopamine transporter (Homo sapiens), Q01959. B-score at 10 µM. LLC-PK1 hDAT cells, [14C]-dopamine uptake with cocaine IC80; actives deviate in either direction. AID 449768, 2010. 110,000 tested, 1.3% active;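 active = Z score or B-score, a plate-position-corrected score, falls beyond the plate's 99.7% confidence bounds, in either direction; inactive = both scores lie inside the 99.7% bounds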;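 note: scored against the spread of the other compound wells on the same plate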
# Target sequence (Q01959 whole entry, looked up): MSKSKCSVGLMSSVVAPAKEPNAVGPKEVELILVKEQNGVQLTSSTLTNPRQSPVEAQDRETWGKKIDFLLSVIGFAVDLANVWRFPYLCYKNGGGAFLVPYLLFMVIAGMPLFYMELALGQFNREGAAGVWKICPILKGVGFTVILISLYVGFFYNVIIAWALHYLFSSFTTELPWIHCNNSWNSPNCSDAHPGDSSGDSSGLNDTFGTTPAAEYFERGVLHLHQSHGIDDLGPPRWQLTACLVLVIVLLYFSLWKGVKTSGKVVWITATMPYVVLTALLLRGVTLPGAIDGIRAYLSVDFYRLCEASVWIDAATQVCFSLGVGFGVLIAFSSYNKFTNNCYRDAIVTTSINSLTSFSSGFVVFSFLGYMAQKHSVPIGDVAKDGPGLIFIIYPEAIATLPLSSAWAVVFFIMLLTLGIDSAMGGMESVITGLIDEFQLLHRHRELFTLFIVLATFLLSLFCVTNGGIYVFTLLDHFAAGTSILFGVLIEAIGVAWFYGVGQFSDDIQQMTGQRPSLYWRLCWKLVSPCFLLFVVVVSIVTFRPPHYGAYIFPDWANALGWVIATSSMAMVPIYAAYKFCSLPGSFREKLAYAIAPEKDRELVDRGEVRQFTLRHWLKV
# PostGolgi yeast = phenotypic screen on post-Golgi transport, primary screen. post-Golgi transport phenotypic cell assay. inhibition, % at 10 µM. 98,000 tested, 0.9% active. AID 739, 2007;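 note: yeast cells grown in 1536-well plates; yeast grown about 18 h at 30C before absorbance read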
# H69AR growth 86K = proliferation blockers of H69AR lung cancer cells, primary screen, cell-based, human, 86K library; 85,000 tested, 6% active; viability, % at 10 µM; AID 598, 2007; H69AR lung tumor viability, ATP luminescence, 72 h; active compounds read low;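 active = viability at or below 40%; inactive = viability above 40%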;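 note: multidrug resistant small cell line overexpressing MRP-1 efflux transporter; 100% = mean luminescence of untreated control wells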
# PostGolgi ctrl = growth inhibition of yeast control strain, primary screen, counter-screen for post-Golgi transport modulator project | 98,000 tested, 5% active | efflux-deficient yeast background strain, growth absorbance A615, 16 h | inhibition, % at 10 µM
# HUVEC prolif 384 = inhibitors of HUVEC proliferation, primary screen, cell-based, 384-well. 86,000 tested, 1.1% active. viability, % at 10 µM (by protocol). CellTiter-Glo luminescence, 72 h; active compounds read low;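 active = viability at or below 30%; inactive = viability above 30%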;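 note: 100% = median luminescence of DMSO-only cell control wells on each plate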
# E coli WT exp = growth inhibitors of wild-type E. coli, primary screen, strain BW25113, expanded library, OD600; OD600 absorbance; growth inhibition, % at 100 µM; 98,000 tested, 0.15% active;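 active = growth inhibition above about 50% at one test dose, limit read from the data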;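 note: growth measured after 20 h incubation at 37 °C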
# S1P2 antag = human S1P2 receptor antagonists, primary screen, cell-based | 97,000 tested, 0.21% active | Sphingosine 1-phosphate receptor 2 (Homo sapiens), O95136 | inhibition, % at 5 µM | cell-based S1P2 antagonist assay, inhibition at 5 uM | AID 736, 2007; in the data active = inhibition above about 45%;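 note: CRE beta-lactamase reporter cells expressing human S1P2 stimulated with S1P; 0% = agonist at EC80 alone and 100% = agonist plus reference antagonist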
# Lung fibro prol = antiproliferative effect on LL 47 fibroblasts – human, LL 47 cells, CellTiter-Glo luminescence, primary screen | LL 47 human lung fibroblast viability, ATP luminescence; active compounds read low | viability, % at 10 µM | 85,000 tested, 1.1% active;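 active = viability at or below 50% in the single dose screen; inactive = viability above 50%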;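 note: compound exposure lasted 72 h before the ATP readout; 100% = median luminescence of untreated cell-only wells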
#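 Test system: LL 47 human lung fibroblasts / Quantity: 1,150 cells in each well / Medium: IMEM growth medium with 15% fetal bovine serum / Incubation: 72 h compound exposure at 37 °C after overnight plating / Detection: CellTiter-Glo luminescence measuring cellular ATP / Read-out: % viability versus median cells-only luminescence / Benchmarks: cell-only wells, no compound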
# Numbers without * were called inactive; x = not tested or not shown. Cut-off read from the data, not from the text of the source, unless noted: active = inhibition above about 30%; inactive = the rest.
SMILES	PostGolgi yeast	PostGolgi ctrl	S1P2 antag	S1P2 agonist	Lung fibro prol	H69AR growth 86K	hDAT+cocaine	HUVEC prolif 384	E coli WT exp
CCOC(=O)c1nnn(-c2nonc2N)c1CN(CC)CC	9	-2	-7	-3	113	100	-0.4	106	3
COC(=O)c1sc(N)nc1C(C)(C)C	17	2	5	-3	x	x	-0.16	x	-7
CC(C)CN1C(=O)c2ccc(C(=O)Nc3ccccn3)cc2C1=O	-1	2	11	1	x	x	-1.2	x	-3
O=C(/C=C/c1cccc([N+](=O)[O-])c1)NCCN1CCOCC1	17	4	9	-8	x	x	-0.99	x	4
Cn1c(NC(=O)c2ccco2)cc(=O)n(C)c1=O	-4	6	5	-4	96	24*	7.9*	99	-3
CCOc1cc(C(=O)O)cc(Cl)c1OCC#N	x	x	-12	-3	99	94	-0.24	100	x
Cc1cccn2c(=O)c3cc(C#N)c(=N)n(CC4CCCO4)c3nc12 (configuration not stated)	x	x	-5	0	90	64	x	94	x
COc1nc(NC(C)(C)C)nc(Oc2ccc(=O)n(-c3ccccc3)n2)n1	-1	8	-9	-5	93	89	-0.0025	96	-7
COc1ccc(-c2csc(/C(C#N)=C(\O)CSc3nccn3C)n2)cc1OC	3	4	-5	-1	95	95	0.23	96	-3
C=CCNC(=O)COC(=O)c1cc(S(=O)(=O)N2CCOCC2)ccc1N1CCCCC1	4	5	-7	-4	x	x	1.2	x	-1
COc1cc(C(C(=O)NC(C)(C)C)N(Cc2ccccc2)C(=O)c2cnccn2)cc(OC)c1OC (configuration not stated)	1	3	-4	-5	97	79	1	101	6
CN1C(=O)NC(c2ccccc2)C2=C1CN(Cc1ccccc1)C2=O (configuration not stated)	x	x	-15	-7	96	94	-0.8	96	x
CCC(=O)NCCC(c1ccco1)c1ccccc1OC (configuration not stated)	1	0	13	-5	108	96	0.19	106	-10
O=c1c(-c2nc3ccccc3s2)cccn1Cc1ccc(Cl)c(Cl)c1	-10	36*	-117	109*	x	x	0.6	x	-15
O=C1NCCCc2c1oc1ccc(O)cc21	-2	-8	6	-5	105	65	-0.46	102	12
O=S(=O)(c1ccc(Cl)cc1)n1nnc2ccccc21	10	3	5	-1	96	105	x	90	-1
CCOC(=O)c1cc(-c2ccc(C)o2)n[nH]1	-6	-1	-18	-5	x	x	-0.064	x	-2
Cc1ccc(-n2c(CCC(=O)O)ccc2-c2cccs2)cc1	15	3	-28	0	102	107	-0.31	105	7
COCCn1nnnc1C(c1cc2cc(C)cc(C)c2[nH]c1=O)N1CCN(c2ccccc2F)CC1 (configuration not stated)	-1	-12	7	-4	99	89	0.64	92	-4
FC(F)(F)c1nnc(-c2ccccc2)nc1Oc1ccc(Cl)cc1Cl	8	34*	8	-6	x	x	x	x	4

# The closing 2 records of the part before lead into the next:
SMILES	PostGolgi yeast	PostGolgi ctrl	S1P2 antag	S1P2 agonist	Lung fibro prol	H69AR growth 86K	hDAT+cocaine	HUVEC prolif 384	E coli WT exp
COCCn1nnnc1C(c1cc2cc(C)cc(C)c2[nH]c1=O)N1CCN(c2ccccc2F)CC1 (configuration not stated)	-1	-12	7	-4	99	89	0.64	92	-4
FC(F)(F)c1nnc(-c2ccccc2)nc1Oc1ccc(Cl)cc1Cl	8	34*	8	-6	x	x	x	x	4
Cc1cc(C=C(C#N)C#N)c(C)n1-c1ccccc1	4	-2	3	-4	x	x	-0.42	x	0
Cn1c(=O)c2c(nc(NCc3ccco3)n2CC(O)COc2ccccc2)n(C)c1=O (configuration not stated)	-1	40*	23	-7	103	74	x	97	-1
O=S(=O)(NCc1ccccc1)c1ccc2c(c1)OCCO2	5	6	12	-4	x	x	-0.042	x	9
COc1ccc(OC)c(C(=O)c2coc3ccc(O)c(CN4CCOCC4)c23)c1	3	12	-7	-6	103	86	0.47	98	4
CCc1c(C#N)c(SCCC(=O)Nc2ccc(C)cc2)nc2c1C(=O)CC(C)(C)C2	13	3	-10	-3	x	x	1.1	x	-7
COc1cccc(OC)c1OCCOc1ccccc1OC(C)C	1	22	-22	3	97	89	x	94	-5
OC(COc1cccc(OCC(O)CN2CCCC2)c1)CN1CCCC1 (configuration not stated)	-2	0	-21	0	98	99	0.87	103	2
CCCCCn1c(CN2CCCCC2CC)nc2c1c(=O)n(C)c(=O)n2C (configuration not stated)	x	x	x	x	102	88	-0.71	90	x
CSc1ccc(S(=O)(=O)N2CCCC2)cc1	6	7	-10	2	x	97	-1.7	100	-12
Cc1cc(C)nc(N2CCC(C(=O)NC3CCCCCC3)CC2)n1	x	x	10	-3	96	98	0.014	103	x
CCCCCC(O)(CCCCC)C(=O)NNc1ccccc1	-9	8	24	-7	100	66	0.15	84	0
COc1cccc(C(C(=O)NC(C)(C)C)N(C(=O)CCC(=O)Nc2cc(C)on2)C(C)(C)C)c1OC (configuration not stated)	x	x	-8	-3	86	60	0.85	97	x
O=C(NC1CCCCC1)C(c1ccccc1F)N(Cc1ccco1)C(=O)Cn1nnc2ccccc21 (configuration not stated)	-24	14	6	-2	94	41	x	93	-15
Cc1cc(=O)oc2cc(OCC(=O)OCc3nnc(-c4ccccc4)o3)ccc12	1	8	23	-1	x	x	0.023	x	-2
COc1ccccc1N1CCN(C(=O)C2CCN(S(=O)(=O)c3ccc(Cl)cc3)CC2)CC1	4	27	24	-6	x	x	1.3	x	-7
O=C1C2CC=CCC2C(=O)N1c1nc2n(n1)C(c1ccccc1)CC(c1ccccc1)N2 (configuration not stated)	3	6	11	-8	98	91	-0.085	94	-1
O=C(CSc1ncn[nH]1)c1ccccc1	3	3	14	-5	101	86	1.5	103	0
Cn1nnc(NC(=O)c2cccc(OCc3ccccc3)c2)n1	-2	-1	-5	-2	103	88	1.1	87	-7
Cn1nc(C(=O)Nc2c(-c3ccccc3)nc3sccn23)c2ccccc2c1=O	-24	-1	-10	-3	40*	26*	-0.17	41	-6
COc1cccc(Nc2nc3ccccc3nc2-n2nc(C)cc2C)c1	3	15	-48	38*	92	94	-0.89	114	-16
CCCSc1nc2c(=O)[nH][nH]c(=O)c2n1Cc1ccccc1	x	x	-20	-2	97	98	-0.08	95	x
C=CCn1c(SCC(=O)Nc2cccc(OC)c2)nnc1-c1cccnc1	-2	2	-11	0	102	86	0.76	102	10
Cc1sc2nc(SCC(=O)N3CCOCC3)[nH]c(=O)c2c1C	6	-9	x	x	105	64	-0.23	101	8
CCOC(=O)C1=C(CSc2nc3c(cc2C#N)CN(C)CC3)OC(N)=C(C#N)C1c1ccccc1 (configuration not stated)	23	14	-3	-6	93	78	1.3	89	3
Cc1cc2ncn(-c3nnnn3-c3ccccc3)c2cc1C	-2	19	8	-6	96	93	0.96	81	-2
Cn1ncc(Br)c1C(=O)Nc1c(F)c(F)cc(F)c1F	x	x	-7	-3	86	89	0.95	102	x
CCCC/C(O)=C1\C(=O)CC(C)(C)CC1=Nc1ccc(OC)cc1	16	25	2	-7	98	44	1.2	89	-10
CNC(=O)c1cc2cc(OC)ccc2oc1=O	-3	15	-28	-3	112	98	-1.2	110	7
CC(=O)Nc1ccc(OC(=O)CC2SC(=O)NC2=O)cc1 (configuration not stated)	0	10	-9	-2	100	95	-0.61	100	-5
COC(=O)c1cccc(NS(=O)(=O)c2ccc(OC)cc2)c1C	x	x	-15	-4	86	23*	0.017	60	x
O=C(Nc1nccs1)NC(C(F)(F)F)C(F)(F)F	3	8	-29	1	90	74	-0.78	87	19
CCOC(=O)C(CC)Sc1nnc(COc2ccc(C)cc2)n1-c1ccccc1 (configuration not stated)	x	x	-13	-3	95	71	0.2	93	x
O=C(O)c1ccccc1C(=O)Nc1nccs1	-18	30*	6	-6	x	x	-1.4	x	-4
O=C(NNS(=O)(=O)c1ccc(F)cc1F)C1Cc2c(ccc3ccccc23)O1 (configuration not stated)	4	2	21	-2	x	x	-0.66	x	-4
CCC(c1nnnn1Cc1ccccc1)N(Cc1cc2cc(OC)ccc2[nH]c1=O)CC1CCCO1 (configuration not stated)	-3	4	-1	-3	90	72	0.5	85	-1
Cc1cc(NC(=O)CCC(=O)N(CC2CCCO2)C(C(=O)NC2CCCC2)c2ccccc2C)no1 (configuration not stated)	x	x	4	-4	101	97	-0.075	91	x
COC(=O)c1ccccc1NC(=O)CSc1nc(NC(=O)c2ccccc2)c2c(C)c(C)oc2n1	0	15	-8	2	98	63	0.26	79	-19
Cc1ccc(C)c2[nH]c(=O)c(CCNC(=O)c3cc4ccccc4o3)cc12	-8	5	x	x	98	92	-0.39	79	-2
c1ccc2c(c1)CNc1ccccc1C2	3	3	28	-2	98	91	-0.11	107	7
CCCCC(=O)Nc1c(C)cc(C)cc1Cl	2	4	-51	-5	110	96	0.16	98	8
COc1ccccc1OCC(O)Cn1c(Br)nc2c1c(=O)[nH]c(=O)n2C (configuration not stated)	2	6	0	-6	84	83	-0.3	94	-3
CN1CCN(C(=S)Nc2ccccc2Cl)CC1	2	2	5	0	96	101	0.43	98	8
O=C(NC(=Nc1ccccc1)N1CCOCC1)Nc1ccccc1	-6	0	-6	1	102	102	0.94	99	5
COc1ccc(-n2c(-c3ccco3)n[nH]c2=S)cc1	-3	2	-2	-6	93	91	0.0042	98	3
CCOc1ccccc1NC(=O)/C=C/C(N)=O	2	5	29	-3	90	1.3*	-0.73	95	-2
COc1ccc2c(c1)S/C(=C\C(=O)c1ccncc1)N2C	51*	86*	10	-6	103	95	0.88	88	-3
O=C1c2ccccc2C(=O)N1CCCc1nc(-c2ccncc2)no1	1	36*	21	-7	98	89	0.25	89	-6
O=S(=O)(c1ccccc1Cl)N1CCC(O)(c2ccc3c(c2)OCO3)CC1	-4	13	-23	-9	90	x	2.1	98	-3
C=CCNC(=O)NC(=O)COC(=O)COc1ccc(Br)cc1F	0	-11	5	-2	93	87	-0.99	100	-5
CC1CCN(C(=O)Cn2cc3c(n2)CCCC3)CC1	6	10	19	-2	100	101	-0.43	111	2
CCN(CCCNC(=O)CN1C(=O)COc2ccccc21)c1cccc(C)c1	0	11	2	-4	105	93	1.2	107	-7
CC(=O)/C(C(=N)N1CCN(Cc2ccccc2)CC1)=C(\C)O	-1	-4	25	-5	97	90	-0.41	82	-3
CCn1c(SCC(=O)N2CCCC2)nnc1-c1ccc(N)cc1	x	x	1	-6	109	97	-0.045	98	x
CCOC(=O)c1c(C)sc2c1N(C(=O)CN(CC)CC)c1cc(Cl)ccc1S2	0	5	-2	3	86	74	1.7	87	8
COc1cc(C2c3c(n[nH]c3C)C(=O)N2c2ccc(Br)cc2)ccc1O (configuration not stated)	0	10	16	-4	87	62	1.6	81	10
CC(C)O/C(=N\S(=O)(=O)c1ccc(Cl)cc1)c1ccccc1	10	15	-34	-7	98	93	0.63	101	-3
Cc1ccc2nc(NCc3ccccc3)[nH]c2c1	9	10	-10	-4	53	22*	-0.26	43	29
